Compound activity: PubChem, Sanford-Burnham Center for Chemical Genomics
ATG4B inhibitor: ATG4B (human) cysteine protease inhibition; Q9Y4P1; ATG4B cleavage of LC3-PLA2, NBD-HPC fluorescence, 1 h; inhibition, % at 8.33 µM; 0.51% of 340,000 active; AID 504462; in the data active = inhibition above about 40%
Target sequence (Q9Y4P1 whole entry, looked up): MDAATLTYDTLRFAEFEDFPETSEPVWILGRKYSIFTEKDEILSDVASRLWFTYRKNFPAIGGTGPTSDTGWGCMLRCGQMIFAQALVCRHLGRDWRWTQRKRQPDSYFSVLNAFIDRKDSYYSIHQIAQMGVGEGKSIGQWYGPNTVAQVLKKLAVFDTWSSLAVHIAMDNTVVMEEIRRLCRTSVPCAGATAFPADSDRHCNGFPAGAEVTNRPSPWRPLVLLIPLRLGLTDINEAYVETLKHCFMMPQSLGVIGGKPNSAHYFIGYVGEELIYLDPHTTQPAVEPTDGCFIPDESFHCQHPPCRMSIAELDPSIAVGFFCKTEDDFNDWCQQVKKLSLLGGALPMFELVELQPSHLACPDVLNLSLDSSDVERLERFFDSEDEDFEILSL
NR3A LBD binder: NR3A (human) ligand-binding domain modulation | NR3A LBD differential scanning fluorimetry, Tm shift; 0% = protein alone, 100% = glycine-bound protein | 2.5% of 340,000 active | Tm shift relative to glycine control, % at 25 µM;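 active = melting temperature shift of at least 10% of the positive control shift, at one fixed dose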
SENP7 block: SENP7 protease inhibition | Q9BQF6 | recombinant SENP7, Z-RLRGG-aminoluciferin luminescence, 40 min | inhibition, % at 5 µM | 1.5% of 330,000 active | AID 434973;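 active = inhibition above about 50% at the single test dose, limit read from the data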;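 note: plate controls were DMSO with enzyme for no effect and no enzyme buffer wells for full effect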
Target sequence (Q9BQF6 706-1050 limits assumed): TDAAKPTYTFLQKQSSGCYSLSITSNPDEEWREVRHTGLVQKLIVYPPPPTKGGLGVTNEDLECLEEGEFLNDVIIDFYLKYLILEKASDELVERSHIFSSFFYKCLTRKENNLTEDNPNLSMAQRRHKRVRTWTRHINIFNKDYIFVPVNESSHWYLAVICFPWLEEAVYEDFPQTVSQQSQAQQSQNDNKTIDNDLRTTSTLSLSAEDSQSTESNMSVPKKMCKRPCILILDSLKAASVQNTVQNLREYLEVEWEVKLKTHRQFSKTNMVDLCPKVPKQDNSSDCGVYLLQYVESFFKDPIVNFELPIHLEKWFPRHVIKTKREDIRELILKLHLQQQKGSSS
PfG6PD inh: PfG6PD (Plasmodium falciparum) enzyme inhibition; PfGluPho enzyme, NADPH resazurin-diaphorase fluorescence; inhibition, % at 20 µM; 0.78% of 350,000 active;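 active = inhibition reaching at least a set limit at 20 µM in the primary screen, cut at about 59% in these data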;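 note: 0% = DMSO wells with substrate and 100% = DMSO wells lacking glucose-6-phosphate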
SENP8 block: blocks human SENP8 cleavage of Nedd8 substrate. 0.64% of 360,000 active. inhibition, % at 20 µM. Q96LD8. recombinant SENP8, Nedd8 substrate fluorescence; in the data active = inhibition mostly above about 40%, no sharp cut-off; inactive = mostly below about 27%
Target sequence (Q96LD8 whole entry, looked up): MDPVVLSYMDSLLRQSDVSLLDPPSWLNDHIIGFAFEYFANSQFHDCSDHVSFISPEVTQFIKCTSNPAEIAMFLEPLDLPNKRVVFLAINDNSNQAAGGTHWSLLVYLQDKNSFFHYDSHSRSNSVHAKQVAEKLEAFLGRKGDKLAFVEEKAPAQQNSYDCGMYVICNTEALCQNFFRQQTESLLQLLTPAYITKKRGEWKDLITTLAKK
HKDC1 inhibitor: inhibitors of human hexokinase HKDC1 | recombinant HKDC1, G6PDH/diaphorase resazurin coupled fluorescence | inhibition, % at 20 µM | 0.16% of 340,000 active | AID 493160;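 active = inhibition above about 35% when tested at 20 µM, limit read from the data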;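 note: plate controls were DMSO wells with enzyme for no effect and DMSO wells lacking enzyme for full effect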
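Test system: recombinant HKDC1 (HK5) hexokinase enzyme, produced in-house; Amount: enzyme 5 µg/mL final; Buffer or medium: Tris pH 8.0 buffer with MgCl2, Tween-20, BSA, BME; Reagent: glucose and ATP substrates; Doses: 20 µM test compound, 1% DMSO; Incubation: 90 min reaction incubation at room temperature, dark; Detection: resorufin fluorescence at 613 nm.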
MPTP block: blocks calcium-induced mitochondrial swelling. isolated mouse mitochondria, Ca2+ swelling absorbance, 30 min. inhibition, % at 10 µM. 1.4% of 360,000 active;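 active = inhibition of 50% or more, scaled per plate between neutral and stimulator controls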;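 note: 0% = DMSO wells given calcium and 100% = 1 mM EGTA wells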
SENP6 inh: SENP6 protease inhibition; Q9GZR1; Recombinant SENP6 catalytic domain, aminoluciferin luminescence; inhibition, % at 10 µM; 1.8% of 330,000 active; AID 2599;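 active = inhibition above about 50% at the single tested dose, limit read from the data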;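 note: plate controls were DMSO wells with enzyme for no effect and DMSO wells lacking enzyme for full effect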
Starred values were filed as active, the others as inactive; . = no result given. An unsorted share of the library. About 6.9% of those tested had a hit in this group.

SMILES	ATG4B inhibitor	NR3A LBD binder	SENP7 block	PfG6PD inh	SENP8 block	HKDC1 inhibitor	MPTP block	SENP6 inh
O=C(Nc1ccccn1)C1CCCN(c2ncnc3c2nc2n3CCCCC2)C1 (configuration not stated)	4	-1	-1	13	15	2	-1.2	-2
Cc1nnc(SCC(=O)c2ccc(Cl)cc2)n(N)c1=O	5	0	6	-22	-35	-8	2.8	11
O=C(CSc1nnc(CNC(=O)c2cccs2)o1)c1ccc(Cl)cc1	-7	-2	8	-11	-2	4	77*	2
Cc1ccc(-c2ccc(CO)o2)cc1N	-8	0	4	9	-140	-11	1.1	-1
CC1CCN(CCc2nc3cc(NC(=O)Nc4ccccc4)ccc3n2C)CC1	-8	1	1	-13	-32	3	-1.3	2
CC(C)C(=O)Nc1ccc(NC(=S)NC(=O)c2ccccc2F)cc1	9	0	-11	-14	0	3	-0.4	0
CCn1cc(Br)c(C(=O)NC(C)c2ccccc2)n1 (configuration not stated)	2	6	-4	-1	17	3	-2.2	-36
Cc1ccc(CNn2cnnc2SCC(=O)NC(C)(C)C)cc1	-14	2	-12	5	9	-4	0.8	-6
Cc1onc(-c2c(Cl)cccc2Cl)c1C(=O)N1CCSCC1	-2	-1	-1	24	-2	0	2.0	-13
CN(c1ccc(C(=O)NCCSC(C)(C)C)cc1)S(C)(=O)=O	-2	-1	1	-22	16	-5	-1.7	-1
CCO[C@@H]1OC(C(=O)N2CCN(Cc3ccc4c(c3)OCO4)CC2)=C[C@H](C2CC2)[C@H]1CCCO	-13	0	8	13	8	-6	-0.8	-11
CCOc1ccc(N2CC(C(=O)N/N=C/c3sccc3C)CC2=O)cc1 (configuration not stated)	-5	0	-4	3	4	-3	2.2	-13
COC(=O)CSc1nc(N)nc(C)c1Br	5	3	-3	12	6	1	-1.7	-11
CCOC(=O)C1CCN(S(=O)(=O)c2cc(F)ccc2OC)CC1	-5	-2	3	-2	6	-10	-1.0	7
O=C(NC1=NCCS1)C1CCN(S(=O)(=O)c2ccc(Cl)cc2)CC1	5	-4	-3	-20	6	-2	-0.5	-12
COC(=O)c1sccc1-n1cccc1C(=O)C(=O)N1CCOCC1	5	-2	-10	-6	-4	0	0.4	-9
Cc1ccc(N2CCN(CC(O)COc3ccc([N+](=O)[O-])cc3)CC2)cc1 (configuration not stated)	-7	-2	5	-5	8	12	-0.3	-5
CN(C)CCNCCCNc1c2ccccc2nc2cccc([N+](=O)[O-])c12	-5	-16	.	0	-14	4	-0.7	.
COc1cc2c(cc1OC)C(c1cccnc1)CC(=O)N2 (configuration not stated)	-3	-1	5	-7	-12	1	0.7	6
CC1CCN(CC(=O)Nc2ccccc2C(=O)c2ccccc2)CC1	-9	2	-1	-4	-2	-6	3.1	-4
CCOC(=O)C1=C(COC(=O)/C=C/c2ccc(OC)cc2OC)NC(=O)NC1C (configuration not stated)	4	-2	-2	6	-39	-3	-2.8	-6
COc1ccc(N2CCN(C(=O)c3ccc(N(C)S(=O)(=O)c4ccc(C)cc4)cc3)CC2)cc1	-1	-1	-4	-1	17	-3	4.4	-40
O=C(O)c1ccc(/C=C/c2nc3sc4c(c3c(=O)[nH]2)CCC4)cc1	-11	2	7	14	-442	7	13	5
CCOC(=O)C1(S(=O)(=O)c2ccc(Cl)cc2)CCN(Cc2ccc(Cl)cc2)CC1	-13	2	0	28	15	-5	7.4	2
CCOC(=O)c1c(C)[nH]c(C(=O)C(C)OC(=O)c2ccc(NC(=O)CC#N)cc2)c1C (configuration not stated)	-20	2	1	15	-5	4	2.1	-1
The listing continues:
SMILES	ATG4B inhibitor	NR3A LBD binder	SENP7 block	PfG6PD inh	SENP8 block	HKDC1 inhibitor	MPTP block	SENP6 inh
O=C(CN(Cc1ccco1)S(=O)(=O)c1cccs1)Nc1ccccc1C(F)(F)F	18	0	-6	-12	8	2	1.3	-15
O=C(CC1C(=O)NCCN1Cc1ccccc1C(F)(F)F)NC1CCCCC1 (configuration not stated)	10	-1	-12	-14	-33	-9	-0.5	16
CCCCC(=O)C1=C(N2CCCC2)CC(C)(C)CC1=O	5	0	4	-15	33	-1	0.3	-7
Cc1cc(N2CCN(C)CC2)nc2ccc(NC(=O)c3ccccc3F)cc12	-4	0	4	-22	-27	1	2.3	4
CCc1c(C(=O)NCCc2ccc(OC)c(OC)c2)[nH]c(C)c1C(C)=O	-1	0	2	-19	14	-7	0.3	-8
Cc1c(C(=O)Nc2ccc(F)cc2)oc2ccc(S(=O)(=O)N3CCC4(CC3)OCCO4)cc12	-2	-2	-2	-2	2	6	-3.5	-14
O=C1/C(=C\c2ccc(-c3ccccc3Cl)o2)SC(=S)N1CC1CCCO1 (configuration not stated)	-4	0	5	-4	44*	-1	3.2	9
CCN(CC)CCC(C)OC(c1ccccc1)c1ccccc1 (configuration not stated)	-1	-1	0	-1	2	5	2.1	-6
CCCNC(=O)C1CCN(S(=O)(=O)c2cccc3nonc23)CC1	-6	-1	2	-8	12	-4	-0.8	-5
Cc1ccccc1N(CC(=O)O)S(C)(=O)=O	2	1	-5	10	18	-5	-2.2	-10
COc1ccc(Cl)cc1NC(=S)Nc1cccc(C)c1	14	-6	0	-3	8	-9	-4.9	12
C=CCNC(=O)c1sc(SC)cc1-c1ccc(Cl)cc1	5	-5	10	9	-11	-1	-0.7	-35
Cn1c(CCNS(=O)(=O)c2ccccc2)nnc1SCc1cccnc1	-3	1	2	4	15	-2	-1.0	-8
COc1cc(C(=O)N2CCN(C(=O)C3CCCO3)CC2)cc(OC)c1OC (configuration not stated)	-11	1	-8	9	6	2	0.0	6
Cc1ccc(C(=O)NC(=S)NCCCN2CCOCC2)cc1	1	-1	-4	-13	8	-5	-0.3	-1
COc1ccc(Cl)cc1NC(=O)COC(=O)CCCC1=NS(=O)(=O)c2ccccc2N1	-19	-12	0	20	13	-4	-1.7	-2
COc1ccccc1CCN=C(N)NS(=O)(=O)c1cccs1	0	-3	4	16	15	-11	1.0	5
O=C1C=C(c2cccc(Br)c2)C[C@@H](c2ccc(F)cc2)C1	-2	1	8	-5	20	0	-0.4	6
COc1ccc(NC(=O)/C=N/O)cc1	-1	-1	-1	-6	-19	-7	-0.9	3
Cn1c(N)c(C(=O)CSc2nnc(C3CC3)n2N)c(=O)n(C)c1=O	6	0	-4	0	9	-4	-1.3	-17
Cc1cc(OCc2nn[nH]n2)c2c(C)c(Cc3ccccc3)c(=O)oc2c1	16	-10	-7	-15	-357	3	-2.3	-8
C/C(Cc1ccccc1)=N\NC(=O)CNC(=O)COc1cccc(C)c1	0	1	-3	-19	14	-3	0.7	-1
Nc1c(N(CCC2=CCCCC2)C(=O)c2ccccc2F)c(=O)[nH]c(=O)n1Cc1ccccc1	6	0	9	-1	-18	-5	0.3	5
CN(CC(=O)NCc1ccccc1)Cc1cccc(F)c1	18	-2	.	1	11	-2	-0.5	.
O=C(Nc1nc2c(s1)CCCC2)c1cc2n(n1)C(C(F)(F)F)CC(C1CC1)N2 (configuration not stated)	-4	2	-10	-20	-4	-7	-0.5	7

MPTP block: hit marks shown above.
| SMILES | ATG4B inhibitor | NR3A LBD binder | SENP7 block | PfG6PD inh | HKDC1 inhibitor | MPTP block | SENP6 inh |
| --- | --- | --- | --- | --- | --- | --- | --- |
| O=C(CSc1nnc(CNC(=O)c2cccs2)o1)c1ccc(Cl)cc1 | -7 | -2 | 8 | -11 | 4 | 77* | 2 |

Entries from the list above with a COOH group (two):
SMILES	ATG4B inhibitor	NR3A LBD binder	SENP7 block	PfG6PD inh	SENP8 block	HKDC1 inhibitor	MPTP block	SENP6 inh
O=C(O)c1ccc(/C=C/c2nc3sc4c(c3c(=O)[nH]2)CCC4)cc1	-11	2	7	14	-442	7	13	5
Cc1ccccc1N(CC(=O)O)S(C)(=O)=O	2	1	-5	10	18	-5	-2.2	-10

Next part:
SMILES	ATG4B inhibitor	NR3A LBD binder	SENP7 block	PfG6PD inh	SENP8 block	HKDC1 inhibitor	MPTP block	SENP6 inh
O=C(O)C1CC(c2ccccc2F)=NO1 (configuration not stated)	-4	0	3	-11	8	-4	0.6	-9
Cn1ccc(-c2ccccc2)c(C#N)c1=O	-14	-3	9	1	-232	-8	2.2	-2
Cc1cc(-n2nc(C)cc2C)n2nc(C)c(-c3ccccc3)c2n1	6	1	-9	-14	8	-6	0.2	-6
CC(C)(C)N(Cc1ccccc1)C(=O)COC(=O)CCN1C(=O)C2CC=CCC2C1=O (configuration not stated)	5	-1	9	9	7	-1	0.3	-6
O=C(CN(Cc1ccco1)C(=O)Cn1nnc(-c2cccs2)n1)NCC1CCCO1 (configuration not stated)	-6	2	-4	-12	7	-5	0.4	-20
COc1ccc(-c2csc(N3CCC(c4ccccc4)C3)n2)cc1 (configuration not stated)	3	3	-4	10	12	0	0.9	7
O=C1c2ccccc2C(=O)N1c1nccs1	1	0	.	-6	14	3	-0.4	.
CCOC(CNC(=O)c1cccn2c(=O)c3c(C)c(C)sc3nc12)OCC	-4	1	5	10	-76	10	1.0	-13
Cc1ccc(-c2nnc(SCC(=O)N/N=C/c3ccc(C)s3)n2-c2ccccc2)cc1	-8	-7	1	-21	2	-7	0.6	-6
CC(CCc1ccco1)NC(=O)Cn1ncc2c1-c1ccccc1OC2 (configuration not stated)	-5	-1	-4	4	-5	-3	-0.2	10
COc1ccccc1C(=O)NCC(=O)N/N=C/c1cccc(Cl)c1	-20	2	3	54	9	-11	1.1	0
COc1cc(OC)cc(C(=O)NC(C)c2ccc(Br)cc2)c1 (configuration not stated)	1	0	-1	-9	10	-8	0.0	5
Clc1ccc(-c2n[nH]c3c2CCC3)c(Cl)c1	4	-1	-11	-26	16	6	2.0	-26
Cc1cccc(C2=NN(c3ccccc3)[C@@H](C(=O)N3CCOC3=O)[C@@H]2c2ccc(Cl)cc2)c1	-2	11*	-8	14	-373	6	-0.9	.
O=S(=O)(N1CCCCC1)n1c(Cc2ccccc2)nc2ccccc21	17	4	4	-1	0	-3	4.5	0
Cc1nnc(NC(=O)c2cc3n(n2)C(C(F)(F)F)CC(C2CC2)N3)s1 (configuration not stated)	-2	0	-5	-20	4	-10	-0.2	-14
C#CCN1C(=O)C(O)(CC(=O)c2ccc3c(c2)OCCO3)c2ccccc21 (configuration not stated)	-8	-1	-12	6	5	-1	-0.7	3
CCOC(=O)Cc1nnc(NC(=O)COc2ccc(F)cc2)s1	4	-1	-13	-18	2	-3	0.0	-5
O=C(NCC1CCCO1)c1cc(-c2ccc(F)cc2)no1 (configuration not stated)	0	1	-1	-13	5	0	0.9	-19
CC(C)C[C@H]1CNC(=S)N1CC1CCN(CCCC2CCCCC2)CC1	.	-1	.	-7	6	-8	2.9	.
CCN(Cc1ccccc1)S(=O)(=O)c1ccc(S(=O)(=O)N2CCN(CCC#N)CC2)cc1	3	0	10	23	4	-7	-0.4	1
CC(C)c1ccc(S(=O)(=O)N(C)C2(C)CCS(=O)(=O)C2)cc1 (configuration not stated)	-5	-1	-2	0	9	-1	-0.6	-9
COc1ccc(/C=C/C(=O)Oc2ccc(C)cc2)cc1	5	7	4	20	7	-2	-1.5	7
COc1ccc(NC(=O)COC(=O)CCc2nc3ccccc3c(=O)[nH]2)cc1Cl	-6	0	-4	0	7	-4	0.1	-2
CCn1c(SCC(=O)Nc2ccccc2C(=O)OC)nnc1-c1cccc(C)c1	-3	-2	2	16	11	-17	-0.1	-4
CN(C)S(=O)(=O)c1ccc(NC(=O)CSc2n[nH]c(=O)n2C2CC2)cc1	-5	-1	5	-3	1	-10	-0.9	7
Cc1cc(C)c(NC(=O)Cn2nc(-c3ccccc3)nc2-c2ccccc2)c(C)c1	-10	2	9	-2	14	-8	1.4	5
CSc1ncc(Cl)c(C(=O)Nc2c(C)cccc2C)n1	0	0	-2	5	24	-2	0.8	13
Cc1ccccc1OCC(=O)NNC(=O)c1ccc(-c2ccccc2)cc1	13	1	10	-11	8	-3	1.0	2
O=C(O)CC(CNS(=O)(=O)c1cccc2nsnc12)c1ccccc1 (configuration not stated)	9	0	6	-6	16	-9	-1.9	-7
